# MOR-DOR ag: OPRM1-OPRD1 heterodimerization agonism; P35372+P41143; cells, luminescence; activation, % at 9.3 µM; 0.3% of 340,000 active; AID 504326; in the data active means activation above about 18%;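 further: 0% = vehicle-treated cells and 100% = reference agonist; values of inactives mirror those of a sister screen read the other way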
# Target sequence (P35372 whole entry, looked up): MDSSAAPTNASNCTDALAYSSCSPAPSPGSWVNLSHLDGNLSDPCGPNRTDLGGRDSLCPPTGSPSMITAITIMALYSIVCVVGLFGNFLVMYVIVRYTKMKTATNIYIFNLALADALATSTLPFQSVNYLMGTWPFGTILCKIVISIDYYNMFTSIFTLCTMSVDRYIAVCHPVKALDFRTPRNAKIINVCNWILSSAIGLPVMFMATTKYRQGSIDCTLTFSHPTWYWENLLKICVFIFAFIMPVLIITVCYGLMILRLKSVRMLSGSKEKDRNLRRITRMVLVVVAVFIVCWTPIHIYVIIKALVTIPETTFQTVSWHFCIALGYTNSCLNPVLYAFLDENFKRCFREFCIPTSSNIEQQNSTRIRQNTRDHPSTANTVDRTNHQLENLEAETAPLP
# Target sequence (P41143 whole entry, looked up): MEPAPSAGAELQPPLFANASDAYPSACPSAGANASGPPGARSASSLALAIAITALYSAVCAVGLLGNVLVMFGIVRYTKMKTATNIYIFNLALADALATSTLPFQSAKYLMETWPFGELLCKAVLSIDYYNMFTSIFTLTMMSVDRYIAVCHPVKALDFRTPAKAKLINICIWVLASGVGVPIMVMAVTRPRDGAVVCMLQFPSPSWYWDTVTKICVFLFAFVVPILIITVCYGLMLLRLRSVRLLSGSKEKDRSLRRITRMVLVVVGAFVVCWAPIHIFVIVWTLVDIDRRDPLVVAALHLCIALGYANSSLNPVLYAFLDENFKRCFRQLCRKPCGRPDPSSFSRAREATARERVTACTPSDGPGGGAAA
# Cardiac RTF inh: cardiac RTF calcium desensitization; P19429+P45379; IANBD-labeled cardiac RTF, Ca2+ fluorescence; inhibition, % at 7.15 µM; 0.12% of 340,000 active;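 active means inhibition above the mean inhibition of all tested compounds plus 3 SD, cut at about 17% in these data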;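 further: assay run at fixed EC70 calcium of 1.6 mM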
# HTR5A inv ag: counter-screen for OPRM1-OPRD1 inverse agonists: human HTR5A inverse agonism; inhibition, % at 9.3 µM; AID 504634; HTR5A cell line, luminescence; 0.083% of 340,000 active; in the data active means inhibition mostly above about 23%, no sharp cut-off; inactive means mostly below about 18%;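 further: 0% = cells with DMSO and 100% = no-cell wells with DMSO; some compounds called inactive have numbers as strong as hits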
# MOR-DOR inv ag: inverse agonist of human OPRM1-OPRD1 heterodimerization; AID 504357; cell-based MOR-DOR heterodimer luminescence, inverse agonism; 0.21% of 340,000 active; inhibition, % at 9.3 µM; in the data active means inhibition above about 22%, passing the limit was not always enough;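 further: 0% = cells with DMSO and 100% = wells without cells with DMSO; values of inactives mirror those of a sister screen read the other way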
# Keap1 Nrf2 FP: disrupts human Keap1 binding to Nrf2 peptide; inhibition, % at 9.4 µM; 0.15% of 340,000 active; Q14145; Keap1 Kelch-Nrf2 peptide fluorescence polarization, 1536-well; in the data active means inhibition above about 12%;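 further: human Keap1 Kelch domain with fluorescein labeled Nrf2 9mer peptide probe; 0% = neutral control wells and 100% = peptide positive control; higher means more block of Keap1 binding to Nrf2 peptide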
# HTR5A ag: HTR5A agonism, opioid heterodimer counter-screen. activation, % at 9.3 µM. P47898. HTR5A agonist assay, luminescence, cell-based. 0.61% of 340,000 active; in the data active means activation mostly above about 9.5%, no sharp cut-off; inactive means mostly below about 7.6%;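 further: 0% = cells with vehicle only and 100% = reference agonist; strong numbers were not always called active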
# V-ATPase pHluor: regulators of yeast V-ATPase proton transport; response, % at 10 µM; S. cerevisiae, pHLuorin cytosolic pH fluorescence; AID 504577; 0.37% of 350,000 active; in the data active means response mostly above about 7.3%, no sharp cut-off; inactive means mostly below about 5.4%; further: actives read high; inactives centre near 0; some compounds called inactive have numbers as strong as hits; reference of the scale not given here
# CAL-PDZ inh HTS: CAL PDZ (human) peptide binding inhibition | Q9HD26 | purified CAL PDZ, TMR-peptide fluorescence polarization, 1 h | inhibition, % at 24.9 µM | 0.92% of 300,000 active;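 active means mean inhibition of at least 30% with at least half of replicates also reaching 30%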;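 further: 0% = DMSO neutral control and 100% = excess unlabeled competitor peptide PRC23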
# LANA DNA inh: inhibitors of KSHV LANA C-terminal domain DNA binding. MBP-C-LANA/FAM-LBS DNA binding, fluorescence polarization. AID 504423. inhibition, % at 9 µM. 0.078% of 340,000 active;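 active means highest replicate inhibition at or above 60% at 9 µM, even if other replicates fall short; inactive means all replicates below 60% inhibition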;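 further: 0% = neutral control wells and 100% = 4 µM acridine orange control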
# cardiac RTF act: cardiac RTF calcium sensitization. activation, % at 7.2 µM. AID 493008. P19429+P45379. 0.24% of 340,000 active. IANBD-labeled TnC RTF fluorescence at EC20 calcium; 0% EC20 calcium, 100% full calcium;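 active means activation above the mean over all tested compounds plus 3 SD, cut at about 30% in these data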;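 further: rise in fluorescence read as greater calcium sensitivity of cardiac thin filaments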
# Numbers without * were called inactive; . = not tested or not shown.
# Values run as follows: MOR-DOR ag	Cardiac RTF inh	HTR5A inv ag	MOR-DOR inv ag	Keap1 Nrf2 FP	HTR5A ag	V-ATPase pHluor	CAL-PDZ inh HTS	LANA DNA inh	cardiac RTF act
CCCCC(=O)Oc1ccccc1C1SCc2cc(C)c(C)cc2CS1
→ -1.3	-8.5	-7.2	7.7	2.9	2.5	-0.5	4.3	1.2	-3.9
O=C(c1ccccc1F)N1CCN(C(=O)C2CC2)CC1
→ -1.0	-7.5	12.7	5.5	-8.0	-3.5	0.1	-5.3	1.3	6.0
CC1CCN(C(=O)CN(CCc2ccccc2)S(C)(=O)=O)CC1
→ 0.1	-6.6	-11.4	-0.4	1.3	1.1	6.9	-1.6	1.1	5.0
O=C1CCCN1CN(C(=O)c1ccc2c(c1)OCO2)c1cccc(Cl)c1
→ -5.6	0.2	-4.8	24.4	-1.0	1.7	-0.8	3.5	-0.4	1.8
O=C(CC(c1ccccc1)(c1ccccc1)c1ccccc1)N[C@@H](Cc1ccccc1)C(=O)O
→ -0.6	9.4	-10.7	2.5	-0.8	-2.0	-3.3	-5.0	-0.9	-4.2
CNC(=O)CSc1nnc(-c2ccncc2)n1Cc1ccccc1
→ -4.8	2.0	4.6	22.0	1.6	3.5	-5.5	-0.9	-0.4	-5.6
Cc1ccc(/C=C(/C#N)C(=O)NC(=O)Oc2ccccc2)cc1
→ -0.6	-3.1	-12.8	3.5	-0.8	-0.7	-2.4	-0.8	0.6	-0.1
CC(=O)c1c(C)[nH]c(C(=O)Nc2cccc(C(F)(F)F)c2)c1C
→ -1.1	8.3	0.4	7.2	-0.8	-0.1	2.0	-6.2	0.4	-4.6
CCN(CC)S(=O)(=O)c1ccc(OC)c(NC(=O)c2cc(=O)[nH]c3ccccc23)c1
→ -0.2	3.6	-12.9	0.8	0.4	-12.2	-0.9	0.8	-0.9	4.5
COC(=O)CC1Oc2ccc(C)cc2NC1=O (configuration not stated)
→ -3.3	-6.7	-0.2	16.6	1.6	0.1	0.3	0.0	0.8	0.0
CC1CCN(C(=O)Cn2cc(C(F)(F)F)ccc2=O)c2ccccc2S1 (configuration not stated)
→ -1.1	-11.4	-6.7	5.8	49.3*	1.8	4.4	.	21.4	7.7
O=C(CCN1C(=O)c2ccccc2C1=O)Nc1cccc(O)c1
→ -3.8	-11.8	7.5	17.0	0.8	-2.0	-0.6	-2.6	4.2	-4.1
Cc1ccc(C(=O)NC(c2ccccc2)C(Cl)Cl)cc1 (configuration not stated)
→ -0.7	-7.9	8.6	3.7	-3.2	-3.3	0.0	1.2	0.8	1.1
CC1(c2ccc3ccccc3c2)NC(=O)N(CC(=O)Nc2ncccc2O)C1=O (configuration not stated)
→ -2.5	-5.7	4.1	9.9	-1.5	-1.6	0.2	0.4	0.7	-6.8
O=[N+]([O-])c1ccc(-c2ncc(-c3ccc(Br)cc3)o2)cc1
→ 3.3	-11.9	7.0	-16.4	-8.2	-2.1	0.4	-4.3	-1.7	6.2
C=CCOc1ccc(C(=O)O)cc1Cl
→ -2.0	-10.4	0.1	11.8	-3.8	0.0	-0.7	-1.3	1.7	0.5
COc1ccc(NC(=O)CSc2ccc(-c3cccnc3)nn2)c(OC)c1
→ -2.5	0.4	-7.9	13.7	0.3	1.3	0.5	-0.8	-2.6	0.1
COc1ccc2c(c1)CCc1c(C(=O)NCc3ccc(Cl)cc3)noc1-2
→ -2.5	-0.4	-37.3	13.8	2.2	-2.4	-3.7	7.6	-0.5	-0.3
O=S(=O)(Nc1ccc(Oc2ncccn2)c(Cl)c1)c1ccc(Cl)cc1
→ -1.8	0.0	-7.7	9.0	1.8	2.0	4.4	2.7	0.0	-4.9
O=C(NN=C1CCN(Cc2ccccc2)CC1)c1cc(Br)ccc1O
→ -3.9	-6.8	5.8	19.3	-3.3	-2.4	-2.9	-3.5	-0.1	3.0
O=C(CCCC(=O)OCC(=O)c1cccs1)Nc1ccc(Oc2ccccc2)cc1
→ -1.3	-0.2	-7.3	5.5	1.2	3.1	2.6	-2.0	0.2	-3.2
O=c1nc2n(c3ncccc13)CCCCC2
→ -2.8	4.7	10.2	13.8	-4.5	-3.7	-2.4	-3.1	-0.8	-0.5
COc1ccc(-c2cc(=O)oc3c(C)c(OCC(=O)NCC4CCC(C(=O)O)CC4)ccc23)cc1 (configuration not stated)
→ -0.5	0.0	25.3	2.6	1.1	1.1	-1.8	-2.0	0.6	-0.8
Cc1cc(C)c2cc3c(N)c(C(=O)N4CCOCC4)sc3nc2c1
→ -1.3	-18.7	7.5	7.3	-3.1	-2.6	-2.4	-2.8	0.5	9.3
COC(=O)c1cc(NC(=O)c2ccc([N+](=O)[O-])cc2)c(=O)oc1C
→ 1.1	5.8	-9.8	-5.0	0.2	-4.8	-0.7	-3.8	0.1	-6.3
COC(=O)Cc1cc(=O)[nH]c(/N=C(\N)Nc2ccc(C)cc2C)n1
→ -2.0	-4.3	6.7	9.9	1.0	-2.8	-2.4	-0.7	0.4	-0.6
Cc1cc(C(=O)CN2C(=O)NC(CC(C)C)C2=O)c(C)n1C1CC1 (configuration not stated)
→ -1.5	0.5	0.5	8.1	1.1	-0.1	-0.8	.	0.2	-9.6
O=C(CNC(=O)c1ccccc1F)N/N=C/c1cccnc1
→ -1.2	8.1	3.3	6.5	2.7	-0.8	1.1	-0.1	-0.4	-4.0
CC(=O)Nc1cc(Cl)ccc1OS(=O)(=O)c1ccc(C)cc1
→ -1.4	-3.6	6.8	8.6	-2.6	-3.8	-1.0	2.0	-0.2	-7.3
CNC(=O)/C(C#N)=C/c1c(N(Cc2ccccc2)Cc2ccccc2)nc2ccccn2c1=O
→ -0.5	3.7	7.9	2.8	2.7	2.9	-2.4	2.8	5.2	-5.7
S=c1nc(-c2ccccc2)oc2c1CCCC2
→ 2.6	-16.9	-0.3	-13.2	2.1	-1.0	2.1	-2.3	1.2	0.2
Cc1ccc2c(c1)N(C(=O)CCC(=O)N1CCOCC1)CC(C)O2 (configuration not stated)
→ -0.8	-5.6	-12.4	4.7	-5.4	-0.8	-0.8	0.5	1.5	0.8
Cc1noc(C)c1NC(=O)N(C)C[C@H]1Oc2ccc(NS(=O)(=O)c3cccs3)cc2C(=O)N([C@H](C)CO)C[C@@H]1C
→ -1.0	-2.7	15.3	5.5	-3.7	-2.3	-1.4	0.1	1.1	8.2
Cc1cc(C(=O)NNC(=O)c2ccccc2F)c2ccccc2n1
→ -0.6	-14.5	-7.8	3.2	2.3	2.1	-5.2	.	0.5	-2.5
CCCCc1nnc(NC(=O)Cc2ccc(S(=O)(=O)N3CCOCC3)s2)s1
→ 0.0	-6.4	-14.8	0.2	0.0	0.3	3.7	.	0.2	2.3
COc1ccc(-c2nnc(SCC(=O)N/N=C/c3ccccc3C(=O)O)n2-c2ccc(Cl)cc2)cc1
→ 2.5	-3.3	-4.8	-12.6	-0.7	-3.0	-0.8	-2.8	1.7	-1.4
COc1ccc(S(=O)(=O)N2CCN(c3ccccc3OC)CC2)cc1OC
→ -1.9	0.8	-3.3	11.5	-3.1	-0.3	2.0	-0.9	-0.2	-4.1
O=C(Cc1ccc(Cl)cc1Cl)Nc1ccc(OC(F)F)c(Cl)c1
→ 4.8	-3.1	-0.8	-25.8	-2.6	3.1	-1.0	0.8	-1.6	5.0
Cc1ccc(Nc2cc(C)c(O)c(C)c2)cc1
→ -2.6	-3.7	-19.3	13.0	4.7	5.1	1.7	2.5	-7.7	1.0
CCN(CC)CCCNC(=O)c1cc(Nc2ccc(OC)cc2)nc2ccccc12
→ -3.4	0.8	9.9	15.3	-6.6	-2.8	-1.1	-4.6	1.5	-0.2

# Some values from the entries so far:
# Cc1cc(C(=O)CN2C(=O)NC(CC(C)C)C2=O)c(C)n1C1CC1 (configuration not stated) | HTR5A inv ag: 0.5
# CC(=O)Nc1cc(Cl)ccc1OS(=O)(=O)c1ccc(C)cc1 | Keap1 Nrf2 FP: -2.6

# Additional structures
# Values run as follows: MOR-DOR ag	Cardiac RTF inh	HTR5A inv ag	MOR-DOR inv ag	Keap1 Nrf2 FP	HTR5A ag	V-ATPase pHluor	CAL-PDZ inh HTS	LANA DNA inh	cardiac RTF act
CC1Sc2ccc(S(=O)(=O)N3CCC(C(=O)NCCc4ccccc4)CC3)cc2NC1=O (configuration not stated)
→ -0.9	-6.5	-9.0	4.5	-5.7	-2.1	4.2	-8.7	-0.8	-3.1
CCOC(=O)C1=C(Nc2ccc(C)cc2)CC(C)(O)C(C(=O)OCC)C1c1ccccc1 (configuration not stated)
→ 1.5	-7.4	0.1	-9.2	-1.4	-0.9	4.5	-2.7	1.1	-8.0
Cc1noc(C)c1NC(=O)N(C)C[C@H]1Oc2ccc(NC(=O)C3CCCCC3)cc2C(=O)N([C@H](C)CO)C[C@@H]1C
→ 0.7	-9.1	-11.8	-4.4	-5.3	-0.3	-0.8	1.7	1.1	-8.2
CCS(=O)(=O)c1ccc2oc(SCC(=O)Nc3ccc(OC)c(OC)c3)nc2c1
→ -2.3	0.4	3.5	11.6	-5.3	-1.2	2.5	-5.9	-1.2	2.7
Cc1nc2ccc(NC(=O)Cc3ccccc3F)cc2s1
→ 1.1	-6.2	5.4	-5.8	-3.5	-1.9	-0.9	-2.2	-0.5	5.1
CN(C)c1ccc(/C=N/Nc2cc(N3CCOCC3)nc(N3CCOCC3)n2)cc1
→ -2.8	-1.3	14.6	19.6	-1.7	-5.3	-2.8	-3.2	0.2	-3.0
CCN(CC(=O)NCc1ccc(F)cc1)S(=O)(=O)c1ccc(Cl)s1
→ -0.9	-5.8	13.6	3.5	3.3	-5.4	-2.4	10.2	-0.2	-2.7
COC(=O)CCCC1=CC2=C(c3ccccc3)C(=O)C(C)(OC(=O)C3CCCC3)C(=O)C2=CN1Cc1ccc(OC)cc1 (configuration not stated)
→ -3.1	-5.3	-9.4	17.1	-2.4	3.7	-1.9	-2.5	-0.3	-3.2
Cc1cccc(N2N=C(C(=O)Nc3ccc(Cl)c(S(=O)(=O)N4CCOCC4)c3)CCC2=O)c1
→ -2.9	-7.6	13.4	11.2	1.4	2.0	-3.3	.	-0.5	0.8
O=C1CSC(c2ccc(F)cc2)N1c1ccccc1F (configuration not stated)
→ -3.5	2.8	-5.2	16.4	-4.7	1.5	0.4	-4.5	0.3	-4.8

# Complete entries, quoted from the list. Order of values: MOR-DOR ag	Cardiac RTF inh	HTR5A inv ag	MOR-DOR inv ag	Keap1 Nrf2 FP	HTR5A ag	V-ATPase pHluor	CAL-PDZ inh HTS	LANA DNA inh	cardiac RTF act
# `CC1Sc2ccc(S(=O)(=O)N3CCC(C(=O)NCCc4ccccc4)CC3)cc2NC1=O` (configuration not stated) in the list: -0.9	-6.5	-9.0	4.5	-5.7	-2.1	4.2	-8.7	-0.8	-3.1
# `Cc1nc2ccc(NC(=O)Cc3ccccc3F)cc2s1` in the list: 1.1	-6.2	5.4	-5.8	-3.5	-1.9	-0.9	-2.2	-0.5	5.1
# `O=C1CSC(c2ccc(F)cc2)N1c1ccccc1F` (configuration not stated) in the list: -3.5	2.8	-5.2	16.4	-4.7	1.5	0.4	-4.5	0.3	-4.8
# `CCS(=O)(=O)c1ccc2oc(SCC(=O)Nc3ccc(OC)c(OC)c3)nc2c1` in the list: -2.3	0.4	3.5	11.6	-5.3	-1.2	2.5	-5.9	-1.2	2.7
# `Cc1noc(C)c1NC(=O)N(C)C[C@H]1Oc2ccc(NC(=O)C3CCCCC3)cc2C(=O)N([C@H](C)CO)C[C@@H]1C` in the list: 0.7	-9.1	-11.8	-4.4	-5.3	-0.3	-0.8	1.7	1.1	-8.2
